CaV13 FRET inh: Primary screen for inhibitors of IQ motif and Ca2+-dependent inactivation inhibitor domain binding in CACNA1D, Förster resonance energy transfer in living cells, …; AID 743397; HEK cells, CFP/YFP FRET ICDI-IQ, plate reader, 10 min; percent FRET-ratio fall versus neutral wells; inhibition, % at 12.3 µM; 340,000 compounds, 0.098% hits;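 active = mean replicate inhibition of at least 30% and at least 1% of replicates passing that level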;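 note: 0% = median of the neutral control wells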
ABCB6 inh 2: blocks the human ABCB6 transporter; Q9NP58; K562-ABCB6 porphyrin accumulation, flow cytometry, 1 h; active compounds read low; fluorescence ratio to DMSO, % at 10 µM; 360,000 compounds, 0.19% hits;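 active = fluorescence ratio to DMSO below 75%, the collection mean minus 3 SD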;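 note: signal is porphyrin accumulated inside mitochondria; 100% equals median channel fluorescence of DMSO control wells; lower ratio means ABCB6 inhibition with less porphyrin fluorescence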
PDI turbidity: blocks human protein disulfide isomerase activity; P07237; PDI insulin aggregation turbidity, A650, 90 min; 350,000 compounds, 0.052% hits; inhibition, % at 10 µM;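 active = mean inhibition across replicates of 30% or more, whatever share of single replicates reach that level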;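 note: absorbance from insulin aggregation driven by PDI reduction with DTT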
Target sequence (P07237 whole entry, looked up): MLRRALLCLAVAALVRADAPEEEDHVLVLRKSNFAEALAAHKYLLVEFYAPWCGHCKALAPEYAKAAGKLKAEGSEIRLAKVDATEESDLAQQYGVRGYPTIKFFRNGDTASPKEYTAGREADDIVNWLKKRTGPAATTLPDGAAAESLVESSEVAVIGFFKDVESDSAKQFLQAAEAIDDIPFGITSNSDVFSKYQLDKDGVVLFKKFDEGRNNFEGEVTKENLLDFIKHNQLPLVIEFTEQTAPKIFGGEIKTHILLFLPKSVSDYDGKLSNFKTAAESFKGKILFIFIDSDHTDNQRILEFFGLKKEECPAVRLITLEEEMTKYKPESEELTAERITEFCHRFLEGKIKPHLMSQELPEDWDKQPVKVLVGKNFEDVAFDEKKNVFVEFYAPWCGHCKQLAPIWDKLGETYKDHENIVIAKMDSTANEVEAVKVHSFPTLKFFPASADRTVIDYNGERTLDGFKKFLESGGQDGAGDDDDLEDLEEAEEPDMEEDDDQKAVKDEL
Vif imaging: inhibitors of HIV Vif | HEK293T cells, Vif self-association by quenched fluorescence, imaging, 24 h | inhibition, % at 7.49 µM | 340,000 compounds, 0.35% hits; in the data active = inhibition above about 50%, passing the limit was not always enough; note: some results filed as inactive read as strong as hits
N-glyco inh: blocks N-linked glycosylation in D54 reporter cells | D54 ERlucT glycosylation luciferase reporter, 24 h; percent of 100 nM tunicamycin response | reporter increase, % at 12.5 µM | 360,000 compounds, 0.23% hits | AID 588692;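 active = mean luciferase reporter signal, scaled so untreated is 0 and the glycosylation-blocking control 100, at or above a set limit in every replicate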;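 note: luciferase carries N-glycosylation sites so blocking glycosylation raises the light; 0% = median of neutral control wells and 100% = median of 100 nM tunicamycin wells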
aDG glyco act: alpha-DG glycosylation activation. Pro5-aDG cells, alpha-DG glycosylation AlphaScreen (IIH6); 0% Pro5, 100% B10-LARGE cell signal. activation, % at 10 µM. 360,000 compounds, 0.22% hits;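 active = activation of at least 8% versus controls, or a plate z-score of at least 8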;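 note: Pro5 are CHO cells carrying HIG-tagged alpha-DG that lacks glycosylation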
Cardio protect: myocardial damage modulation in H9c2 cells; H9c2 cardiomyocytes, H2O2 injury protection, ATPLite, 2 h; protection from H2O2 cell death, % at 20 µM; 360,000 compounds, 0.63% hits; AID 588492;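 active = compounds giving at least 50% protection of heart cells from peroxide-induced death in the single-dose screen, raw or plate-pattern-corrected value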;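 note: 0% = DMSO wells with peroxide and 100% = DMSO wells without peroxide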
m5-HT2A agonist: agonists of mouse serotonin 5-HT2A receptor (HTR2A); CHO-K1 mHTR2A beta-arrestin complementation, luminescence; percent of 30 µM serotonin response; activation, % at 7.6 µM; 360,000 compounds, 0.66% hits; AID 624169;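 active = activation above a run cutoff, the mean activation of all tested compounds plus 3 SD, cut at about 14% in these data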;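 note: 0% = plate median of compound wells and 100% = 30 µM serotonin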
Target sequence (P35363 whole entry, looked up): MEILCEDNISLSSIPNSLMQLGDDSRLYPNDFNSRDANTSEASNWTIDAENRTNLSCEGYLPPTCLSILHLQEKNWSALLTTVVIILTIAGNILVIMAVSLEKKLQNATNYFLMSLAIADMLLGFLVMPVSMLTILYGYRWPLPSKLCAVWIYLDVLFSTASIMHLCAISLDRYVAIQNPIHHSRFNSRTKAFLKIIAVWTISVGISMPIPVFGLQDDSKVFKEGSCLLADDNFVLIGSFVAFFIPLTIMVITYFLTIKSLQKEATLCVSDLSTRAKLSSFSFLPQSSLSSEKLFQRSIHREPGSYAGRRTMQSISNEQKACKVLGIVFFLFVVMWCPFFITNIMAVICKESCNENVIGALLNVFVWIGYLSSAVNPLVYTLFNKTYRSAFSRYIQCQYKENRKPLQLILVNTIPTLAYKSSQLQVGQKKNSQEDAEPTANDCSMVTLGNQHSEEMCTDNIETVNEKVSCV
MC4R antag cAMP: antagonists of human melanocortin 4 receptor (MC4R); AID 540295; MC4R-expressing cells, MTII-stimulated cAMP, LANCE TR-FRET; inhibition, % at 6.5 µM; 360,000 compounds, 0.48% hits; P32245;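 active = inhibition above its plate's cutoff, the mean of tested wells on that plate plus 3 SD, cut at about 29% in these data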;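 note: 0% = Melanotan II alone and 100% = Melanotan II plus saturating MCL0020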
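Material – human MC4R-expressing U2OS cells · Repeats – no replicates · Detection – TR-FRET with Eu-cAMP and labeled anti-cAMP, 671 nm · Times – compound 30 min, challenge 1 h, detection 1 h · Compound – single nominal compound dose of 6.5 µM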
MC4R ag barr: activates human MC4R beta-arrestin recruitment; P32245; U2OS MC4R beta-arrestin complementation, luminescence; percent of melanotan II response, DMSO zero; activation, % at 8.9 µM; 360,000 compounds, 0.98% hits; AID 540308;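 active = activation above a per-plate cutoff, the mean activation of sample wells on that plate plus 3 SD, cut at about 8% in these data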
* hit, by the source's call; / = not tested or not shown.

SMILES	CaV13 FRET inh	ABCB6 inh 2	PDI turbidity	Vif imaging	N-glyco inh	aDG glyco act	Cardio protect	m5-HT2A agonist	MC4R antag cAMP	MC4R ag barr
CCN(C(=O)COC(=O)c1ccccc1Nc1cccc(C)c1C)C1CCS(=O)(=O)C1 (centres undefined)	/	91	-3	29	0	0.4	4	0	15	0.1
Cc1noc(COc2ccccc2OCC(O)CNC(C)(C)C)n1 (centres undefined)	/	101	-1	/	-1	0.2	9	1	0	-2.0
CC(C)C(OC(=O)c1cccs1)C(=O)NC1CCCCC1 (centres undefined)	-4	87	0	11	1	-0.1	1	-5	4	-0.6
COc1cc(Nc2ncnc(N)n2)cc(OC)c1	-15	96	-1	1	0	-0.1	1	1	4	-0.4
COCCCn1c(SCC(=O)NC2CCCC2)nnc1-c1cccs1	-4	95	-70	9	1	-0.2	2	-2	2	-2.0
C[C@@H](NC(=O)[C@@H]1CCCN1C(=O)[C@@H]1CCCN1C(=O)c1cccc(Cl)c1)c1ccccc1	-5	101	/	/	/	-0.2	/	-5	/	/
Cc1ccc(NC(=O)C2CCCN(C(=O)c3ccc(Cl)cc3)C2)cc1S(=O)(=O)N1CCOCC1 (centres undefined)	3	95	-4	-1	-3	0.2	-2	5	8	-0.8
Cc1cc(NC(=O)CSc2nnc(-c3ccco3)n2C)no1	-6	105	-7	-4	1	0.1	6	-5	6	-2.1
O=C(COc1ccccc1-c1ccccc1)N/N=C/c1cccc2ccccc12	/	88	20	/	6	-0.4	-18	-1	-18	-1.5
CCOC(=O)[C@H]1[C@H]2COc3ccc(OC)cc3[C@@H]2N2C(=O)CN(Cc3ccc(OC)cc3)C(=O)[C@@]12C	-11	101	-2	-3	0	-0.3	4	6	5	-0.1
CCC(C)(C)C1CCc2[nH]nc(C(=O)NCc3ccccn3)c2C1 (centres undefined)	-10	96	-5	/	-2	0.0	0	2	-1	0.6
COc1ccc(O)c(CN2CC3CCC(CC3)C2)c1	-5	100	-1	-4	-1	0.1	-7	-1	8	-0.9
CCOC(=O)Cn1c(-c2cccnc2Cl)nc2cc(Cl)c(Cl)cc21	-10	111	13	8	4	0.1	-4	-5	10	-1.3
O=C1C(=O)N(c2ccccn2)C(c2ccc(F)cc2)/C1=C(/O)c1ccc(Br)cc1 (centres undefined)	-2	102	3	10	4	0.0	2	6	5	-1.9
COc1ccc(CCC(=O)Nc2cccc(Cl)c2)cc1	-8	98	6	19	0	0.0	-14	0	-3	1.4
COc1cc(/C=N/O)cc(Br)c1OCc1cccc(Cl)c1	-5	94	-10	/	-2	0.7	1	-2	-1	1.6
COc1ccccc1N1CN(S(=O)(=O)c2ccc(C)cc2)c2nc3ccccc3nc21	-7	98	-10	-4	-6	0.3	-4	-1	0	-0.9
C#CCN(C[C@@H]1[C@@H](OC(=O)NCc2ccco2)[C@@H](OC(=O)NCc2ccco2)Cn2c(=O)ccc(=O)n21)S(=O)(=O)c1ccc(C)cc1	-2	99	2	-2	-4	0.1	24	7	25	-3.4
CC(C)(C)C(=O)OC/C(N)=N/OC(=O)c1ccccc1	-4	99	1	-3	1	-0.1	3	4	0	0.0
COc1ccc(C2C3=C(CC(C)(C)CC3=O)Nc3n[nH]c(C)c32)cc1 (centres undefined)	-7	99	12	3	-1	0.7	7	0	6	-2.6
N/C(=N\S(=O)(=O)c1cccs1)c1ccccc1	-1	101	10	0	3	0.1	3	1	5	-1.5
COc1ccc(Br)c2c1C(=O)CC2	-10	92	1	4	1	1.6	2	9	1	0.8
O=C1C(Cl)=C(N2CCCCCC2)C(=O)N1c1ccccc1Cl	-2	90	0	-19	-1	0.5	0	-3	4	-1.9
CC(C)CC1NC(=O)N(Cc2cc(=O)n3ccsc3n2)C1=O (centres undefined)	-6	98	-1	2	1	0.1	-7	1	14	-2.2
COc1cc(CCC(=O)OCC(=O)N2CC(=O)Nc3ccccc32)cc(OC)c1OC	-5	103	9	0	1	0.3	7	-3	13	-2.0
CCN(C(=O)CN1C(=O)S/C(=C\C=C\c2ccccc2)C1=O)C1CCS(=O)(=O)C1 (centres undefined)	-7	94	-6	25	4	0.4	-5	12	-6	-3.0
NC(=O)c1ccccc1NS(=O)(=O)c1ccc(S(=O)(=O)N2CCCC2)cc1	-12	94	-1	-8	1	-0.3	14	2	13	0.7
CCN(CC)c1ccc(N)cc1S(=O)(=O)Nc1ccc(OC)cc1	-3	95	6	-4	2	-0.1	6	-3	8	-2.9
CN(C)/C=C(\C#N)c1nc2ccccc2[nH]1	-5	105	1	-1	3	0.2	-6	2	1	-0.7
COc1ccccc1-c1nc2ccccc2nc1-c1ccccc1	-17	96	3	3	0	0.2	14	9	9	-1.8
Cc1ccccc1NCC(=O)N/N=C\c1ccc2c(c1)OCO2	-4	100	29	19	1	-0.4	4	-1	-1	0.9
O=C(CSc1ccc(-c2nc3ccccc3[nH]2)cn1)Nc1ccc(S(=O)(=O)NC2CC2)cc1	-3	93	5	2	11	-0.4	17	-3	7	1.1
COc1ccc(/C=N/NC(=O)CNS(=O)(=O)c2ccc(C)cc2)cc1	-4	96	13	-3	0	0.0	5	-2	2	-1.9
O=C(Cn1ccc([N+](=O)[O-])n1)Nc1nccs1	-3	99	1	0	1	0.1	-1	1	7	0.5
Cc1cc(=O)[nH]c2nc3ccccc3n12	-9	94	-6	-3	0	-0.3	-2	-5	5	-2.6
COCCCNC(=O)c1cn(CC(C)C)c(=O)c2c1c1ccccc1n2C	-4	126	-4	-4	1	0.1	6	3	13	2.3
COc1ccccc1CCCNC(=O)C1CCC(=O)N(Cc2ccccc2F)C1 (centres undefined)	-4	103	3	-1	-2	0.1	-6	1	-6	2.0
COc1ccc(Cl)cc1Nc1nc(C)cc(C)c1C(N)=O	/	93	11	/	1	-0.3	3	-3	-6	-0.1
O=C(NCCc1ccccc1)C(=O)NCC1(c2ccccc2)CCCC1	-4	97	-4	14	0	0.0	-1	-2	5	4.9
CC(C)=NNc1nc2c(c(=O)[nH]c(=O)n2C)n1CCCc1ccccc1	-3	98	13	/	2	-0.2	10	-4	7	0.3

Part of the list above in a different format:
Structure: COc1ccccc1CCCNC(=O)C1CCC(=O)N(Cc2ccccc2F)C1 (centres undefined)
  CaV13 FRET inh: -4; ABCB6 inh 2: 103; PDI turbidity: 3; Vif imaging: -1; N-glyco inh: -2; aDG glyco act: 0.1; Cardio protect: -6; m5-HT2A agonist: 1; MC4R antag cAMP: -6; MC4R ag barr: 2.0
Structure: COc1ccc(Cl)cc1Nc1nc(C)cc(C)c1C(N)=O
  CaV13 FRET inh: /; ABCB6 inh 2: 93; PDI turbidity: 11; Vif imaging: /; N-glyco inh: 1; aDG glyco act: -0.3; Cardio protect: 3; m5-HT2A agonist: -3; MC4R antag cAMP: -6; MC4R ag barr: -0.1

The list continues.
SMILES	CaV13 FRET inh	ABCB6 inh 2	PDI turbidity	Vif imaging	N-glyco inh	aDG glyco act	Cardio protect	m5-HT2A agonist	MC4R antag cAMP	MC4R ag barr
CC(C)OCCCNC(=O)[C@H]1N2C(=O)c3ccccc3C2SC1(C)C (some centres undefined)	-3	96	-1	-7	1	0.0	-5	2	7	-0.8
Brc1ccc(Br)c2cnccc12	-6	97	-1	-2	-2	0.1	2	2	-4	0.7
O=C(c1ccc(N2C(=O)C3CC=C(Cl)CC3C2=O)cc1)N1CCOCC1 (centres undefined)	-4	98	-4	-10	1	0.4	-2	-3	3	-1.2
Cc1cc(C)cc(CC2CC(=O)N(c3cc(C)on3)C2=O)c1 (centres undefined)	-4	88	-1	-6	1	-0.2	2	-1	3	-1.5
Cn1cccc1-c1cc(C(=O)N/N=C/c2ccc([N+](=O)[O-])cc2)[nH]n1	-3	102	-18	70*	-1	-0.1	8	6	2	0.7
CN(c1ccc(OCCOc2ccccc2Cl)cc1)S(=O)(=O)c1ccccc1	-16	91	13	9	0	-0.2	-16	-6	6	-1.0
CC(=O)c1cccc(NC(=O)C2C(c3ccccc3)C2(Cl)Cl)c1 (centres undefined)	2	97	-5	-6	-1	0.2	-12	-4	25	5.4
O=C(Nc1cccnc1Cl)c1cc(-c2cccc(O)c2)on1	-2	84	-2	-6	3	-0.1	-2	-3	6	12*
CCOC(=O)c1cc(=O)[nH]c2ccccc12	-3	99	-5	-7	3	0.1	1	1	-16	-1.1
CCN(C[C@H]1N[C@@](C)(C(=O)OC)[C@H]2C(=O)N(C)C(=O)[C@@H]12)S(=O)(=O)c1ccc(OC)cc1	-3	104	4	-3	0	0.1	2	-1	9	-1.3
COc1cc(/C=N/Nc2nncn2N)ccc1OCc1c(C)no[n+]1[O-]	-4	104	-6	9	5	0.2	12	-3	15	0.6
C#CCOCCOCCOCCNc1nc(N2CCN(C(=O)Cn3cc(CCCCN)nn3)CC2)nc(N2CCN(C(=O)[C@H](C)n3cc(CCC(=O)O)nn3)CC2)n1	-5	103	-6	-1	5	0.2	8	2	10	0.0
O=C(Nc1c(S(=O)(=O)c2ccccc2)csc1Br)c1ccccc1Cl	-2	100	5	1	0	0.1	-5	2	1	0.8
COC(=O)N1C(=O)[C@@](c2ccccc2)(C2CCCCC2)N1C(=O)OC	-11	103	-18	6	3	0.3	-21	6	-4	0.3
O=C(Nc1cccc2c1CCCC2)c1ccccc1F	-19	102	-2	-1	0	0.2	-3	9	12	0.6
COc1ccc(CCCC(=O)NCCc2ccccc2)cc1	4	87	4	-3	1	0.0	-2	-2	11	0.1
Cc1cc(NC(=O)CSc2nc3c(c(=O)n2CCc2ccccc2)SC(C)C3)no1 (centres undefined)	-3	99	/	/	0	0.3	5	2	10	1.0
COc1cc(/C=N/NC(=S)Nc2cccnc2)cc(OC)c1O	-7	102	1	7	-3	-0.2	5	-1	-18	-1.2
O=C(NCCc1ccccc1)C(=O)NCC1OCCN1S(=O)(=O)c1ccccc1 (centres undefined)	7	92	0	4	1	0.0	2	3	17	-0.5
CCc1n[nH]c(=S)n1/N=C/c1c(O)ccc2ccccc12	-3	141	-5	3	1	-0.2	2	1	2	0.7
Cc1ccc(OCC(=O)NCc2ccco2)cc1C	-4	86	-4	8	0	0.4	6	-4	-2	-1.8
Cc1ccc(NN2C(=O)C=CC2=O)cc1	-3	93	4	0	1	-0.2	3	1	3	-0.8
CC1C/C(=C\c2cccnc2)C(=O)/C(=C/c2cccnc2)C1 (centres undefined)	-9	98	6	-1	-21	0.0	-18	1	12	-3.3
CCOC(=O)NC(=O)CSc1nnnn1-c1ccc(C)cc1	-4	100	-5	15	2	-0.2	-1	1	-1	-1.6
CCOC(=O)C1=C(NC#N)OC(C)=C(C)C1c1ccc(O)cc1 (centres undefined)	-5	108	10	4	2	-0.2	2	4	2	0.8
O=C(COc1ccccc1)NNc1c2ccccc2nc2ccccc12	/	100	-4	-18	3	1.2	7	-9	-9	-2.1
Cc1cc(NC(=O)c2cc(-c3ccco3)on2)n(-c2ccccc2)n1	/	109	-4	1	-1	0.0	-1	2	8	-1.2
FC(F)(F)c1ccnc(Oc2ccc(C3=NCCS3)cc2)c1	-19	90	3	-13	-9	0.0	-4	0	9	0.7

Screens: PubChem BioAssay, several laboratories
